# FEN1 inhibitor = inhibitors of human flap endonuclease 1 | P39748 | Recombinant FEN1 flap cleavage, fluorescence, 15 min | Potency, µM (doses to about 114 µM), for inactives: at the top dose activity change, negative = inhibition, actives largely listed as inhibitors | actives 0.35% (n = 390,000); note: nearly all actives have a fitted effect of over 65% in size
# Target sequence (P39748 whole entry, looked up): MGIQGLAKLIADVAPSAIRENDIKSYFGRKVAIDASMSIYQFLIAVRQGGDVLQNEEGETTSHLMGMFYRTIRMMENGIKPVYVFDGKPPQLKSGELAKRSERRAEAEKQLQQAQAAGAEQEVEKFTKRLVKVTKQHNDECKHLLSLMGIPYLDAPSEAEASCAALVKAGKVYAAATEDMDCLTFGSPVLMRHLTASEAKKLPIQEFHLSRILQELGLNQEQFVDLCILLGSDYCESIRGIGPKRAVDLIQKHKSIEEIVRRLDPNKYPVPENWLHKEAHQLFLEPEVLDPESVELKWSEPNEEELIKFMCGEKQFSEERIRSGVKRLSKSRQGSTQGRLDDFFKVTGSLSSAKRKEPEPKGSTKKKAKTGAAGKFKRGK
#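 Nuclease activity of 10 nM FEN1 was measured after 15 min of room-temperature exposure to titrated compounds, by adding 50 nM flap substrate and reading plates at 0 and 15 min.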
# GCN5L2 inh = blocks human GCN5L2 histone acetyltransferase. Potency, µM (titrated, usually from 58.9 µM), for the others: top-dose activity change, negative = inhibition, usual class: inhibitors. actives 0.21% (n = 390,000). GCN5L2 HAT assay, ThioGlo1 CoA-SH fluorescence. AID 504327. Q92830
#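 GCN5L2 (20nM final) in 50mM HEPES, 0.1mM EDTA pH 7.5, 0.01% Tween-20 was preincubated 15 min at room temperature with compound, then given ThioGlo1 (50uM), H3(1-25) peptide (75uM) and acetyl-CoA (70uM); CoA-thiol fluorescence (Ex340/Em540) was read at 0 and 20 min.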
# N370S GC = inhibitors or activators of N370S glucocerebrosidase for Gaucher disease; P04062; N370S GC spleen homogenate, 4MU-glucoside fluorescence; Potency, µM (series often up to 59.4 µM), for inactives: at the top dose activity change, negative = inhibition, usual class: inhibitors; actives 0.092% (n = 330,000); AID 2101;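 note: 0% = full enzyme activity and -100% = no enzyme basal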
# The depositor's hits bear a star; u = inconclusive; x = no result given; & = joins results of further samples; [ ] = remark or other dose. Calls come from the whole dose curve; as a rule, active = well fitted curve in the direction sought with a large enough effect; inconclusive = small, poorly fitted or top-dose-only effect, or another doubt; inactive = no such curve, though single readings can be large; an effect the other way counts as inactive or inconclusive. Unless noted, % is set by controls: 0 for no effect and ±100 for the full control effect; potency is the fitted concentration of half-maximal effect. Outcome played no part in choosing rows; about 0.54% have a hit in one of these screens.
molecule	FEN1 inhibitor	GCN5L2 inh	N370S GC
COC(=O)[C@H](Cc1ccccc1)NC(=O)NCc1ccccc1OC	8%	-3%	-23%
COc1cc(C2/C(=C(\O)c3ccc4c(c3)CC(C)O4)C(=O)C(=O)N2CCCn2ccnc2)cc(OC)c1OC (stereo not drawn)	7%	3%	3%
COc1cc(C2C3=C(Nc4ncnn42)c2ccccc2CC3)cc(OC)c1OC (stereo not drawn)	3%	-2%	13%
O=C(CSc1nnc(CNc2ccccc2)o1)N1CCCc2ccccc21	0%	1%	18%
CCc1ccc(NC(=O)C(C)Sc2ccc(S(=O)(=O)N3CCN(C)CC3)cn2)cc1 (stereo not drawn)	29%	-6%	x
CC(=O)c1ccc(S(=O)(=O)Nc2ccc(-c3cn4c(C)csc4n3)cc2)cc1	-9%	-9%	x
C=C(C)Cn1c(=O)c2c(nc3n2CCN3c2ccc(CC)cc2)n(C)c1=O	14%	-3%	x
NC1=NC(=O)/C(=C\c2ccc(O)c([N+](=O)[O-])c2)S1	-1%	-11%	-5%
CCOC(=O)CNC(=O)Cn1cnc2c(cnn2-c2ccc(C)cc2)c1=O	-5%	0%	1%
COc1ccc(N2C(=O)[C@@H]3[C@H](C2=O)[C@H](C(=O)c2ccc(OC(C)=O)cc2)N2N=CC=C[C@@H]32)cc1	x	-4%	-16%
O=C(CSc1nnc(Cc2ccccc2)o1)N1CCOCC1	-3%	2%	9%
COc1cccc(N2CCN(C(=O)c3oc4ccccc4c3NC(=O)Cc3ccc(OC)c(OC)c3)CC2)c1	u	-5%	1%
C=CCN(c1ccc(F)cc1)S(=O)(=O)c1cc(C(=O)OCC(=O)N(C)C2CCS(=O)(=O)C2)ccc1Cl (stereo not drawn)	6%	-5%	-11%
Cc1cccc(NC(=O)c2cn(-c3ccccc3)nc2-c2ccccc2)c1	-4%	-12%	16%
CCCOc1ccc(CNC(=O)Cn2c(=O)oc3ccccc32)cc1	22%&-2%	-4%&-4%	-10%
COc1cccc(C2CC(c3ccc(Br)cc3)=NN2C(=O)c2ccncc2)c1OC (stereo not drawn)	-30%	-11%	25%
CC1=CC2=NC(=O)/C(=C/c3coc4ccccc4c3=O)C(=N)N2O1	-7%	-5%	1%
COc1ccc(CNC(=O)Cn2cnc3c(=O)n(C)c(=O)n(C)c32)cc1	-6%	-3%	-24%
COc1ccc2c(c1)c(N1CCCC1=O)c(C(=O)Nc1ccc(OC)c(Cl)c1)n2C	-11%	-1%	x
CCCOc1ccc(N2C(=O)CC(SCc3nc4ccccc4[nH]3)C2=O)cc1 (stereo not drawn)	5%	-2%	1%

# An excerpt from above in order of formula weight, lowest first:
molecule	FEN1 inhibitor	GCN5L2 inh	N370S GC
CCCOc1ccc(CNC(=O)Cn2c(=O)oc3ccccc32)cc1	22%&-2%	-4%&-4%	-10%
COc1cccc(C2CC(c3ccc(Br)cc3)=NN2C(=O)c2ccncc2)c1OC (stereo not drawn)	-30%	-11%	25%
C=CCN(c1ccc(F)cc1)S(=O)(=O)c1cc(C(=O)OCC(=O)N(C)C2CCS(=O)(=O)C2)ccc1Cl (stereo not drawn)	6%	-5%	-11%

# Looked up by structure from the entries so far (five):
molecule	FEN1 inhibitor	GCN5L2 inh	N370S GC
COc1cc(C2/C(=C(\O)c3ccc4c(c3)CC(C)O4)C(=O)C(=O)N2CCCn2ccnc2)cc(OC)c1OC (stereo not drawn)	7%	3%	3%
COc1ccc(CNC(=O)Cn2cnc3c(=O)n(C)c(=O)n(C)c32)cc1	-6%	-3%	-24%
O=C(CSc1nnc(CNc2ccccc2)o1)N1CCCc2ccccc21	0%	1%	18%
C=CCN(c1ccc(F)cc1)S(=O)(=O)c1cc(C(=O)OCC(=O)N(C)C2CCS(=O)(=O)C2)ccc1Cl (stereo not drawn)	6%	-5%	-11%
NC1=NC(=O)/C(=C\c2ccc(O)c([N+](=O)[O-])c2)S1	-1%	-11%	-5%

# Going on with the list.
molecule	FEN1 inhibitor	GCN5L2 inh	N370S GC
CCOc1ccc(-c2nc(CN3CCCC(C(=O)N4CCOCC4)C3)c(C)o2)cc1 (stereo not drawn)	-3%	-5%	-16%
CCCOc1ccc(/C=C2/C(=O)ON=C2C)cc1OCC	-4%	2%	0%
CC(=O)n1cc(Nc2ccc([N+](=O)[O-])cc2)c2ccccc21	14%	-3%	-5%
COc1ccc(O)c(C(=O)c2cnn(C(=O)c3cc(C)oc3C)c2)c1	5%	-2%	5%
O=C(CSc1nnc(C2CC2)n1Cc1ccccc1)N1CCN(S(=O)(=O)c2ccccc2)CC1	-11%	-8%	-17%[2.35 µM]
O=C(CN1CCN(Cc2ccccc2)C1=O)NCc1cccs1	-8%	-9%	0%
C=CCn1c(N)cc(=O)nc1SCC(=O)N1CCN(c2ccc(F)cc2)CC1	1%	-2%	4%
COc1cccc(NC(=O)N2CCCC2C(=O)NCC(C)C)c1 (stereo not drawn)	7%	-1%	0%
CCC(=O)Oc1ccc(C(=O)Nc2ccc3c(c2)OCO3)cc1	2%	2%	16%
CN(CC[C@@H](Oc1ccc(-c2ccccc2)cc1)c1ccc(F)cc1)CC(=O)O	x	-9%	-7%
O=C1C(c2ccncc2)N(CCC2=CCCCC2)C(=O)CN1C1CCCCC1 (stereo not drawn)	14%	0%	-11%
CNC(=O)NCCN1CCCC1=O	3%	2%	3%
COc1cc(C(=O)NCc2ccncc2)cc(OC)c1OC	2%	2%	12%
CCc1nc2ccc(C(=O)N(C)CC(=O)Nc3cccc(F)c3)cc2nc1CC	12%	3%	x
CC(=O)NCc1ccc(C(=O)CSc2nnc(C3CC3)n2C2CC2)cc1	-3%	1%	x
Cc1cccc(-c2ccc(NC(=O)C3CCN(CC4CC4)CC3)cc2)c1	-7%	2%	u
CCN(CC)CCN1C(=O)C(O)=C(C(=O)c2sc(C)nc2C)C1c1cccnc1 (stereo not drawn)	-7%	-13%	0%
CNCC(=O)N(CC(C)C)c1c(N)n(CC(C)C)c(=O)[nH]c1=O	-2%	-2%	5%
CCC(=O)NC(=S)Nc1ccc(NC(=S)NC(=O)c2ccc(C)cc2)cc1	-14%	-5%	3%
O=C(c1cccs1)N1CCN(S(=O)(=O)N2CCCCC2)CC1	2%	-17%	3%
Cc1ccccc1CNC(=O)c1ccc(-n2c(C)cc3c2CCCC3)cc1	-3%	-4%	x
CN1CCN(NC(=O)CC(C)(C)C)CC1	-5%	0%	4%
CC(=O)NC(Cc1cccc(C)c1)C(=O)NC1CCN(S(=O)(=O)c2ccccc2)CC1 (stereo not drawn)	-5%	-1%	-2%
CCCCCN(C(=O)CCC(=O)OCc1cccc(C(F)(F)F)c1)c1c(N)n(CCCC)c(=O)[nH]c1=O	-2%	3%	u
CCn1c(C)nc2cc(C(=O)N=Nc3c(O)[nH]c4ccccc34)ccc21	x	0%	-2%
CC(C)CN1CCC(=O)N(CCOc2ccccc2)CC1	-13%&-1%	-1%	-4%
CN(C(=O)COC(=O)CNC(=O)C12CC3CC(CC(C3)C1)C2)c1ccccc1	4%	0%	-21%
CC(=O)C1C(c2ccc3ncccc3c2)NC(=O)NC1(O)C(F)(F)F (stereo not drawn)	0%	-1%	11%
COC1=CC(=O)OC12CCCCC2	3%	-16%	0%
CCOC(=O)CNC(=S)n1cnc(N)n1	0%	0%	2%
NC1=NS(=O)(=O)NC1c1ccc(Br)cc1 (stereo not drawn)	-4%	1%	1%
Cc1cc(C(F)(F)F)c(C#N)c(SCC(=O)Nc2nc3ccccc3s2)n1	-11%	-6%	28%
CCOc1ccccc1NC(=O)C(c1ccccc1)N1Cc2ccccc2C1=O (stereo not drawn)	-19%	-4%	x
CCOc1ccc(S(=O)(=O)N2CCN(C)CC2)c(C)c1C	-14%	u	-3%
CC1CCN(C(=O)CCCN2C(=O)c3cccnc3Oc3ccc(Cl)cc32)CC1	0%	-14%	21%
Cc1cccc(NC(=O)CN2CCN(C(=O)C3CCN(C(=O)/C=C/c4ccccc4)CC3)CC2)c1C	3%	-4%	x
O=c1c(Cl)c(NCCO)cnn1-c1cccc(Cl)c1	15%	-5%	-4%
O=C(Nc1cc(C(F)(F)F)ccc1Cl)C1CCN(c2nnc(-n3cccc3)s2)CC1	3%	-10%	3%
OC1CCC(Nc2ncnc3sccc23)CC1 (stereo not drawn)	3%	-5%	-6%
CSc1nsc(SCC(=O)Nc2ccc3c(c2)OCCO3)n1	-20%	-5%	4%
COc1ccc(S(=O)(=O)N2CCOC23CCN(S(=O)(=O)c2ccc(Cl)cc2)CC3)cc1	0%	0%	2%
COC(=O)[C@]1(S(=O)(=O)c2ccccc2)C[C@@H]2ON=C(c3ccc(OC)cc3)[C@@H]2C1	0%	-29%	-7%
CCOC(=O)c1c(C)[nH]c(C)c1C(=O)CSc1nc2ccccc2c(=O)n1-c1ccccc1C	-12%	-12%	1%
COc1cccc(OC)c1OCCCc1c(C)n[nH]c1C	1%	0%	6%
CCCCCc1nnc(NC(=O)CN2C(=O)C3CCCCC3C2=O)s1 (stereo not drawn)	14%	2%	2%
O=C(COc1ccc(Cl)cc1)NNC(=O)c1ccc2c(=O)n3c(nc2c1)CCC3	-2%	-2%	-9%
COc1ccc(-c2noc(CN(C(=O)c3ccccc3Cl)C(C)C)n2)cc1	8%	-7%	x
CCOc1ccc(NC(=O)CSc2nncc(=O)n2N)cc1	17%	-2%	9%
COc1ccccc1NS(=O)(=O)c1cc(C(=O)NCc2ccncc2)ccc1C	0%	-8%	-22%
CCSc1nnc(NC(=O)CC)s1	16%	-13%	3%

# Continued:
molecule	FEN1 inhibitor	GCN5L2 inh	N370S GC
CC(=O)c1cccc(S(=O)(=O)NC2CCSc3ccccc32)c1 (stereo not drawn)	-1%	-4%	0%
COc1ccc(N2C(=O)C3CCCN3C2c2cccc(C)c2)cc1Cl (stereo not drawn)	-1%	-6%	2%
O=S(=O)(c1ccc(Cl)cc1)N1c2ccccc2Oc2nc3ccccc3nc21	9%	-3%	5%
O=C(NCCC1CC1(Cl)Cl)c1ccc([N+](=O)[O-])cc1 (stereo not drawn)	4%	3%	-17%
COc1cc(/C=C/C(=O)OC(C)C(=O)Nc2ccc(Cl)cn2)ccc1OC(F)F (stereo not drawn)	-6%	-11%	x
CCOc1ccc(CCNC(=O)CCc2c(C)nc3ncnn3c2C)cc1OCC	-6%	-6%	8%
Cc1ccc(C(=O)NCC(C)(C)N2CCOCC2)s1	-8%	-5%	u
Cc1cc(Nc2ccccc2)n(C(=O)c2ccc(Cl)cc2)n1	-1%	-10%	2%
CCOc1ccc(CCNc2ncnc3onc(-c4ccc(Cl)cc4)c23)cc1	9%	20%	x
Cc1cc(S(=O)(=O)Nc2ccc(C(=O)N3CCN(C(=O)c4ccco4)CC3)cc2)ccc1F	-13%	-5%	31%
Cc1ccc(CSc2nnc(SCC(=O)N/N=C/c3c[nH]c4ccccc34)s2)cc1	u	-13%	-5%
Cc1cc(C)cc(NC(=O)CSc2nc(CSc3ccc(Cl)cc3)cc(=O)[nH]2)c1	-3%	0%	1%
CC(C)c1nc(Cl)c(C#N)c2c1COC(C)(C)C2	4%	-9%	3%
c1ccc(N2CCN(c3nc4ccccc4[nH]3)CC2)nc1	-4%	-1%	14%
COc1ccc(NC(=O)CN(C)C(=O)c2cccc(S(=O)(=O)Nc3ccc(F)cc3)c2)cc1	3%	4%	x
Cc1ccc(C(=O)c2cn(Cc3ccccc3)c3cc4c(cc3c2=O)OCCO4)cc1	11%	-13%	x
COc1cccc(NC(=O)CN(C)C(=O)CCc2nc3sc4c(c3c(=O)[nH]2)CCCC4)c1	2%	-18%	8%
COc1ccc(CNCc2c(C(=O)O)c(C)n(Cc3ccc(Cl)cc3)c2C)c(OC)c1	1%	0%	x
O=C(COC(=O)c1ccc(NC(=O)C2CC=CCC2C(=O)O)cc1)c1ccccc1 (stereo not drawn)	0%	-5%	-16%
C/C(Cl)=C/Cc1c(C)[nH]c2c(ccc3ccccc32)c1=O	4%	-6%	-25%
Cc1ccc(NC(=O)c2ccc(Cl)cc2Cl)c(C(=O)c2ccccc2)c1	-20%	0%	x
